Dynein cargo inh: blocks dynein driven cargo transport along microtubules; 3617.4 mouse cells, GR-EGFP nuclear translocation imaging; test concentration mostly 20 µM; stimulated with dexamethasone, 1 µM; hits give low values; z-score, hits read low; actives 0.47% (n = 220,000); AID 1381;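 active = plate z-score of nuclear minus cytoplasmic receptor signal below a set negative limit, without overly bright fluorescence or cell loss, cut at about -3.5 in these data, passing the limit was not always enough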;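 note: z-score of nuclear minus cytoplasmic ring GR-EGFP intensity difference per well; some compounds called inactive have numbers as strong as hits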
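Buffer or medium: tet-free, stripped-serum medium; reagent: dexamethasone at 1.0 µM final, 30 min; incubation: 48 h induction, 1 h compound, 30 min dex at 37 °C; measured by: formaldehyde fixation, Hoechst nuclear stain, 10x automated fluorescence imaging; read-out: nuclear-to-cytoplasmic GR-EGFP distribution per well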
MT stabilize HCS: microtubule stabilization, imaging screen; HeLa tubulin immunostaining HCS, 24 h; share of cells brighter than vehicle mean+2SD; % tubulin-high responders, % at 10 µM; actives 0.83% (n = 200,000);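 active = plate Z-score above 3 for both tubulin-high and condensed-nucleus cell shares, with cell loss under 80%, at 10 µM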;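 note: anti alpha tubulin signal scored within the nucleus-defined area of each cell; some results filed as inactive read as strong as hits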
WT yeast gro inh: growth inhibition of WT yeast, mitochondrial fusion screen; actives 2.1% (n = 190,000); inhibition, % at 10 µM; mitochondrial fusion phenotypic screen, WT strain; in the data active = inhibition above about 58%; tested in S. cerevisiae
Autophagy HCS: autophagy modulation, high-content screen | MEF GFP-LC3 puncta imaging; test concentration mostly 10 µM | calls only at 10 µM (by protocol) | actives 0.98% (n = 190,000);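 active = percentage of spot-positive cells more than 3 SD above its plate mean, without a fluorescence outlier flag or 80% toxicity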;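 note: spot-positive cell cutoff set from DMSO-treated cells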
Ins promoter up: MIN6 insulin promoter up-regulation; z-score at 5 µM; AID 1625; actives 0.3% (n = 190,000); MIN6 insulin promoter-GFP reporter, high-content imaging; hits give high values;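 active = z-score above 3 at 5 µM with at least 500 cells counted in the well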
HIV peptide binding: inhibitors of HIV fusion peptide binding, primary screen, biochemical, uHTS, fluorescence dequenching (AID 1986); cell-free peptide binding, fluorescence dequenching, 30 min; higher % means a stronger effect; one-dose inhibition, % at 20 µM; IC50 in µM for titrated hits; actives 0.3% (n = 290,000); in the data active = inhibition mostly above about 52%, no sharp cut-off; inactive = mostly below about 76%; note: some results filed as inactive read as strong as hits
Yfh1-depleted yeast: mitochondrial function rescue without frataxin homolog – Friedreich's ataxia, plus single-dose screen, dose response (AID 1465) | S. cerevisiae Yfh1-off respiration, WST-1 reduction, 72 h; higher fold induction means a stronger effect | fold induction at 50 µM; hits with a dose series show EC50 in µM | actives 0.074% (n = 220,000);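 active = fold induction of absorbance versus untreated yeast above a set limit, then at least 30% activation at any dose in follow-up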;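 note: activators that raise dye reduction in frataxin-depleted yeast; strong numbers were not always called active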
b-catenin transl: alters nuclear translocation of beta-catenin in HeLa cells; immunofluorescence imaging; actives 0.3% (n = 190,000); nuclear translocation activity, % at 5 µM;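 active = nuclear translocation activity above 50% at 5 µM, with a well cell count of 50 or more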;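 note: per-cell ratio of nuclear to cytoplasmic median beta-catenin stain intensity; plate controls were DMSO negative control for no effect and GSK-3 inhibitor IX positive control for full effect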
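Read-out: Nuclear/cytoplasmic beta-catenin signal ratio, % activation | Assay system: Human HeLa cell line | Times: 24 h compound exposure at 37°C, 5% CO2 | Signal: Fluorescence imaging of beta-catenin antibody stain plus DAPI | Dosing: 5 µM primary, 0.02–20 µM confirmation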
AID2073: disruptors of CaV2.2 binding to Mint1 – biochemical, HTRF (AID 2073) | HTRF protein-protein interaction, Mint1-CaV2.2; higher % means a stronger effect | inhibition, % at 20 µM; hits with a dose series show IC50 in µM | actives 0.19% (n = 290,000); in the data active = inhibition mostly above about 51%, no sharp cut-off; note: some results filed as inactive read as strong as hits
WT yeast gro inh mutant strain: recorded beside WT yeast gro inh, whose call it bears; inhibition, %; mitochondrial fusion phenotypic screen, mutant strain inhibition
Dynein cargo inh cytoplasmic EGFP: recorded beside Dynein cargo inh, whose call it bears; z-score; measured here: cytoplasmic GR-EGFP intensity; hits give high values
Dynein cargo inh nuclear GR-EGFP: also measured in Dynein cargo inh; calls as there; z-score; measured here: nuclear GR-EGFP intensity;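 lower value marks the stronger effect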
Dynein cargo inh cell count: recorded beside Dynein cargo inh, whose call it bears; z-score; measured here: cell count per field
Ins promoter up cell count: second read-out of Ins promoter up, no call of its own (marks repeat the call); cell count; measured here: cytotoxicity, nuclei count;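 total cells summed across four imaged fields per well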
b-catenin transl cell count 5 µM: second read-out of b-catenin transl, no call of its own (marks repeat the call); cell count; measured here: cell count, cytotoxicity flag
MT stabilize HCS Hoechst-high %: also measured in MT stabilize HCS; calls as there; % Hoechst-high responders; measured here: nuclear condensation Hoechst responders;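 share of cells brighter than vehicle mean plus two SD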
MT stabilize HCS cytotoxicity %: further read-out of MT stabilize HCS, marked with its call; toxicity, %; measured here: cytotoxicity by cell density;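 0% = mean cell density of plate MIN control wells and 100% = no cells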
Autophagy HCS cell loss 18 h: further read-out of Autophagy HCS, marked with its call; toxicity, %; measured here: cell loss, nuclei count;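 cell loss after 18 h compound exposure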
Starred values were filed as active, the others as inactive; i = inactive; / = no result given.

SMILES	Dynein cargo inh	Dynein cargo inh cytoplasmic EGFP	Dynein cargo inh nuclear GR-EGFP	Dynein cargo inh cell count	MT stabilize HCS	MT stabilize HCS Hoechst-high %	MT stabilize HCS cytotoxicity %	WT yeast gro inh	WT yeast gro inh mutant strain	Autophagy HCS	Autophagy HCS cell loss 18 h	Ins promoter up	Ins promoter up cell count	HIV peptide binding	Yfh1-depleted yeast	b-catenin transl	b-catenin transl cell count 5 µM	AID2073
O=C(CCCn1c(=O)c2ccccc2n(Cc2cccc(F)c2)c1=O)NC1CCN(Cc2ccccc2)CC1	-0.23	-0.35	-0.26	-0.0093	1.8	4.6	12	-3	-16	i	-1	-0.58	1196	0.2%	i	0.4	1092	12%
COc1ccc(S(=O)(=O)N(CC(=O)NC2CC2)c2ccc(C)cc2)cc1	0.99	-0.26	0.79	-0.54	6.1	0.8	3.4	-6	12	i	33	-0.07	1489	-0.3%	i	-1.7	1008	-6%
CCOc1ccc(/C=C(/NC(=O)c2ccccc2)C(=O)NCCC(=O)O)cc1	0.11	-0.32	0.16	0.56	1.7	1.6	0.6	-9	4	i	-1	/	/	0.8%	i	-0.2	1032	5%
Cc1cccc(C(=O)NCCN2CCOCC2)c1[N+](=O)[O-]	-0.92	-0.3	-0.68	1.1	2.1	4.5	6.1	-17	-20	i	-12	0	1269	-0.6%	i	3.6	1018	4%
C=CCSc1nsc(N)n1	-0.15	-0.15	0.36	-0.93	7.4	2.9	6.0	-15	14	i	-11	-0.92	1492	1.5%	i	0.6	1363	6%
Cc1ccccc1NC(=S)NNC(=O)c1cccnc1	-0.46	-0.0035	-0.55	0.63	2.8	2.0	3.0	-5	-19	i	16	-0.15	1267	-0.5%	i	/	/	15%
CCc1nc2c(c(=O)[nH]1)C1(CCCC1)Cc1ccccc1-2	1.5	-0.3	0.77	-0.37	4.0	1.8	19	0	11	i	1	1.4	1594	-1.4%	i	-1.0	1367	1%
O=C1CCC(=O)N1OCCCOc1ccc(Br)cc1Cl	1.8	-0.25	0.96	-1.5	1.1	3.1	4.3	-8	-7	i	0	/	/	0.6%	i	/	/	1%
C=CCn1c(SCC(=O)N(C)C2CCS(=O)(=O)C2)nnc1-c1ccncc1 (stereo not drawn)	-0.71	-0.18	-0.1	0.59	2.4	1.7	5.8	8	-1	i	7	0.32	1493	5.1%	/	-1.5	1312	4%
CCc1c(C)nc2ncnn2c1N1CCC(C(=O)Nc2cccc(C(C)=O)c2)CC1	-0.085	-0.35	0.23	0.0089	2.9	2.5	14	-3	-16	i	-2	-2.1	1072	0.1%	i	-6.0	980	0%
Cn1c(=O)c2c(SCc3cccc(C(F)(F)F)c3)nc(-c3ccco3)nc2n(C)c1=O	0.56	-0.36	0.47	-0.45	3.2	2.8	4.6	7	7	i	31	-1.1	1089	1.4%	i	2.0	1424	13%
COc1ccc(CCn2c(-c3ccc(Cl)cc3)n[nH]c2=S)cc1OC	-0.74	-0.3	-0.35	0.18	3.2	3.1	2.9	-19	-5	i	4	-0.53	1631	-3.2%	i	0.6	863	-10%
O=C(Nc1ccccc1)Nc1nccs1	-0.16	-0.22	-0.24	0.37	2.1	1.3	2.4	-2	-8	i	-4	0.8	1546	-0.1%	i	0.7	1344	0%
COc1cc(/C=C2\CCc3ccccc3C2=O)cc(OC)c1OC	-0.32	-0.23	-0.53	0.45	3.2	7.5	8.5	-1	13	i	-7	-0.27	1160	1.2%	i	0.5	997	6%
Cc1nn(-c2ccc(F)cc2)c(C)c1CN1CCN(CCC(C)C)C(CCO)C1 (stereo not drawn)	-0.36	-0.27	-0.37	0.68	5.1	1.6	8.8	19	17	i	-27	-0.54	1460	-0.2%	i	-4.4	1038	14%
Cc1cc(=O)oc2cc3c(cc12)OCCN3	-0.081	-0.22	0.12	0.011	4.0	2.4	0.1	-5	-8	i	-12	-0.44	1538	-0.5%	i	-0.3	855	49%
O=C(Nc1ccc(F)c(Cl)c1)Nc1cnccn1	-0.49	-0.34	-0.72	1.4	4.1	1.6	1.6	-5	-16	i	-8	0.09	1321	3.9%	i	0.9	1440	-13%
Cc1ccc(C(=O)Nc2ccc(Oc3ccc(C(=O)O)c(C(=O)O)c3)cc2)cc1C	0.59	-0.17	0.53	0.75	1.9	1.7	5.2	7	14	i	-5	-0.67	639	17%	i	-1.3	1121	6%
CCC(C)NC(=O)CCS(=O)(=O)c1ccc(Br)s1 (stereo not drawn)	-1.1	-0.3	-0.32	0.36	4.7	2.8	5.4	2	12	i	3	0.56	1273	-2.4%	/	0.0	1270	-5%
Cc1nnnn1CC(=O)Nc1cccc([N+](=O)[O-])c1	-0.11	-0.12	0.41	0.6	11	1.6	3.2	7	2	i	23	0.63	1628	2.3%	i	-0.3	1058	7%
Cc1nn(C)c(C)c1NC(=O)CSc1nc(Cc2ccccc2)nc2c1cnn2-c1ccccc1	-1.1	-0.21	-0.71	0.3	6.7	1.6	78	/	/	i	-3	/	/	/	i	/	/	/
CC1(C)CC(=O)C2=C(C1)NC(Nc1nc3ccccc3o1)=NC21CCCC1	-0.66	-0.15	-0.96	0.041	3.2	1.6	4.4	1	14	i	-2	0.37	1798	-1.5%	i	-0.4	984	1%
COC(=O)c1cc(Br)c(=O)n(Cc2ccncc2)c1	-0.7	-0.18	-0.086	0.95	2.9	1.2	5.7	16	23	i	-5	0.26	1330	-1.8%	i	-4.3	1244	7%
CC(C)N(Cc1nc(-c2ccc(Cl)cc2)no1)C(=O)CCCN1C(=O)c2ccccc2C1=O	0.67	0.24	0.75	-2.4	2.3	2.7	6.8	32	14	i	-10	0.31	837	69%	i	/	/	-5%
Cc1ccc(NC(=S)NC(C)(C)C)c([N+](=O)[O-])c1	0.69	-0.17	0.12	-0.35	/	/	/	/	/	/	/	-0.22	918	-2.2%	i	-0.4	1299	-32%
CCN(CC)C(=O)c1sc(N)c(C(=O)OC(C)C)c1C	-0.72	-0.2	-0.082	-0.81	2.7	1.9	7.0	-10	-10	i	-3	-0.02	1184	-0.5%	i	-6.8	1206	-16%
CCOC(=O)c1c(NC(=O)CSc2nnc(C)s2)sc2c1CCN(C)C2	-1.2	1.1	-0.51	1	3.7	1.3	37	2	-20	i	-1	0.29	1333	15%	i	/	/	-14%
O=c1c(-c2ccco2)[n+]([O-])c2ccccc2n1OCc1ccccc1[N+](=O)[O-]	0.51	0.16	0.97	0.28	4.2	1.0	7.4	4	12	i	16	0.9	1541	11%	i	-3.4	1096	28%
COc1ccccc1CNC(=O)[C@@H]1CCCN1S(=O)(=O)c1ccc(C)cc1	1.1	-0.23	0.77	-1.3	3.8	4.5	11	-14	3	i	0	0.19	1308	1.2%	i	0.7	1092	1%
c1ccc(-c2[nH]ncc2-c2nc3ccccc3[nH]2)cc1	0.87	-0.19	0.65	-0.81	1.7	1.2	1.5	2	-6	i	3	0.75	1219	-0.7%	i	-8.4	1236	3%

Whole records, looked up by structure. Screens in order: Dynein cargo inh, Dynein cargo inh cytoplasmic EGFP, Dynein cargo inh nuclear GR-EGFP, Dynein cargo inh cell count, MT stabilize HCS, MT stabilize HCS Hoechst-high %, MT stabilize HCS cytotoxicity %, WT yeast gro inh, WT yeast gro inh mutant strain, Autophagy HCS, Autophagy HCS cell loss 18 h, Ins promoter up, Ins promoter up cell count, HIV peptide binding, Yfh1-depleted yeast, b-catenin transl, b-catenin transl cell count 5 µM, AID2073
Shown for Cc1nn(-c2ccc(F)cc2)c(C)c1CN1CCN(CCC(C)C)C(CCO)C1 (stereo not drawn) → -0.36, -0.27, -0.37, 0.68, 5.1, 1.6, 8.8, 19, 17, i, -27, -0.54, 1460, -0.2%, i, -4.4, 1038, 14%
Shown for Cc1ccc(C(=O)Nc2ccc(Oc3ccc(C(=O)O)c(C(=O)O)c3)cc2)cc1C → 0.59, -0.17, 0.53, 0.75, 1.9, 1.7, 5.2, 7, 14, i, -5, -0.67, 639, 17%, i, -1.3, 1121, 6%

The listing continues:
SMILES	Dynein cargo inh	Dynein cargo inh cytoplasmic EGFP	Dynein cargo inh nuclear GR-EGFP	Dynein cargo inh cell count	MT stabilize HCS	MT stabilize HCS Hoechst-high %	MT stabilize HCS cytotoxicity %	WT yeast gro inh	WT yeast gro inh mutant strain	Autophagy HCS	Autophagy HCS cell loss 18 h	Ins promoter up	Ins promoter up cell count	HIV peptide binding	Yfh1-depleted yeast	b-catenin transl	b-catenin transl cell count 5 µM	AID2073
COc1ccc(N(Cc2ccccc2)C(=O)c2ccccc2[N+](=O)[O-])cc1	0.74	-0.27	0.64	0.44	2.5	1.3	3.0	-1	1	i	-8	-0.16	890	-3.1%	i	-0.2	1063	-5%
CCCNC(=O)Nc1ccc2c(c1)nc(C)n2C	-0.89	0.13	-0.2	0.19	2.5	1.6	3.1	-4	5	i	-2	0.57	1627	18%	i	0.7	1397	1%
Cc1cccc(NC(=O)c2c([N+](=O)[O-])c(C(C)(C)C)nn2C)c1	-0.12	-0.29	-0.44	-0.13	2.5	3.2	13	-6	-26	i	-1	-0.58	1158	-2.6%	i	1.4	472	3%
CCOC(=O)CNC(=O)c1ccc(Cl)s1	-0.77	-0.33	0.22	0.97	5.1	2.1	5.8	10	10	i	12	2.1	1615	-1.0%	i	1.9	949	41%
CC(=O)c1c(N2CCOCC2)nc(=S)n(-c2cc(C)ccc2C)c1C	1.4	-0.24	1.1	-1.7	3.0	3.1	53	17	20	i	-6	0.56	1244	0.9%	i	-0.8	792	-2%
COc1ccccc1NC(=O)CNS(=O)(=O)c1ccccc1	-0.79	-0.17	-0.66	-0.39	2.7	1.9	3.3	23	-3	i	7	/	/	-0.6%	i	2.2	995	2%
CCOc1ccc(-c2nc(-c3ccccc3C)no2)cc1	-0.61	-0.18	-0.24	0.44	1.5	1.7	25	/	/	i	-3	0.11	1276	-0.1%	i	-1.0	1068	2%
O=C(Cn1c(=O)n(CC(=O)NCc2ccccc2)c2ccccc21)NCc1ccccc1	-0.00095	-0.2	-0.17	0.51	4.1	1.9	3.9	6	6	i	1	0.93	1277	-0.5%	i	-2.8	577	-1%

Source: PubChem (several laboratories)
